# PI4K2A inh: PI4K2A (human) kinase inhibition; purified PI4K2A, ADP-Glo luminescence, 1 h; hits give low values; activity change, negative = inhibition, % at 76.9 µM; Q9BTU6; actives 0.13% (n = 420,000); in the data active = activity change below about -50%; inconclusive = mostly about -30% to -49%;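 note: -100% = wells without enzyme as full effect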
#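 In this quantitative HTS, ADP production by PI4K2A was quantified luminescently after 1 h at ambient temperature; 100 microM adenosine served as plate-quality control.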
# GLS inh: blocks human kidney-isoform glutaminase activity; GLS enzymatic activity, qHTS titration; Potency, µM (top dose mostly 45.5 µM), without a hit: at the top dose activity change, negative = inhibition, most hits filed as inhibitors; AID 624170; actives 0.21% (n = 410,000); note: potency is the fitted concentration of half-maximal effect; % is set by controls: 0 for no effect and ±100 for the full control effect
#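 Coupled fluorescence readout: glutamate oxidase/HRP/Amplex Red detect glutamate formed by hKGA from L-glutamine (1 mM solution added). Buffer 45 mM KH2PO4 pH 8.2, 0.02% Tween-20; reads at t0 and 30 min RT.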
# BAZ2B block: inhibitors of human BAZ2B bromodomain; Potency, µM (top dose mostly 114 µM), without a hit: at the top dose activity change, negative = inhibition, hits mostly inhibitors; AID 504333; AlphaScreen BAZ2B-H3K14Ac peptide displacement; actives 4.4% (n = 360,000); Q9UIF8; note: potency is the fitted concentration of half-maximal effect; % is set by controls: 0 for no effect and ±100 for the full control effect; nearly all actives have a fitted effect of over 60% in size
#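 In this displacement format the biotinylated H3(5-23) peptide acetylated at Lys14 serves as ligand at 50 nM, with BAZ2B at 50 nM in PBS pH 7.4 containing 0.01% Tween-20. Donor and acceptor beads are 10 ug/mL final.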
# Pin1 inh: inhibitors of human Pin1; Potency, µM (titrated, usually from 115 µM), inactives show top-dose activity, negative = inhibition, most hits filed as inhibitors; Pin1 FP peptide displacement, HiFluor488, 10 min; actives 0.009% (n = 390,000); Q13526; active = well fitted inhibition curve with a large enough effect in the polarisation, with a control signal flat, not every such curve was filed as active; inconclusive = small, poorly fitted or top-dose-only effect, or effect the other way, or a change in a side signal; inactive = no such curve, though single readings can be large or run the other way; the % refers to the polarisation; note: potency is the fitted concentration of half-maximal effect; % is set by controls: 0 for no effect and ±100 for the full control effect
# JMJD2A Tudor: blocks the human JMJD2A Tudor domain; Potency, µM (titrated, usually from 114 µM), for the others: at the highest dose activity change, negative = inhibition, most hits filed as inhibitors; O75164; AlphaScreen JMJD2A-Tudor / H3K4me3 peptide binding; actives 4.4% (n = 390,000); note: potency is the fitted concentration of half-maximal effect; % is set by controls: 0 for no effect and ±100 for the full control effect; nearly all actives have a fitted effect of over 50% in size
# Tb PGK inh: blocks T. brucei phosphoglycerate kinase; PGK/GAPDH coupled, Kinase-Glo luminescence, 60 min; Potency, µM (top dose mostly 57.5 µM), for the others: at the highest dose activity change, negative = inhibition, most hits filed as inhibitors; actives 0.043% (n = 380,000); note: potency is the fitted concentration of half-maximal effect; % is set by controls: 0 for no effect and ±100 for the full control effect; nearly all actives have a fitted effect of over 60% in size
#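 Luminescent ATP detection (Kinase-Glo Plus) follows a 60-minute room-temperature incubation, with wells lacking PGK as controls. Buffer: 100 mM TEA (pH 7.6), 5 mM MgCl2, 0.01% Tween-20. Coupling enzyme GAPDH (100 nM final) supplies unstable 1,3-BPG in-well.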
# G9a inh: blocks human histone lysine methyltransferase G9a; G9a H3K9 monomethylation, AlphaScreen, 2 h; Potency, µM (top dose mostly 102 µM), inactives show at the highest dose activity, negative = inhibition, most hits filed as inhibitors; actives 8.8% (n = 350,000); AID 504332; Q96KQ7; note: potency is the fitted concentration of half-maximal effect; % is set by controls: 0 for no effect and ±100 for the full control effect; nearly all actives have a fitted effect of over 75% in size
# Target sequence (Q96KQ7 913-1193 limits assumed): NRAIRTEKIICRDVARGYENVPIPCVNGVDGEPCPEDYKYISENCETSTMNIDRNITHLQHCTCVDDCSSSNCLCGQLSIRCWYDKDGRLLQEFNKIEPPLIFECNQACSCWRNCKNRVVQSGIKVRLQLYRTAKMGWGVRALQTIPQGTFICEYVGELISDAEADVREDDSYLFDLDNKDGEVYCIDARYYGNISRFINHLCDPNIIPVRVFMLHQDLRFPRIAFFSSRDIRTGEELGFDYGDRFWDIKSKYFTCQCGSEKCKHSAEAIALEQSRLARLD
#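 Enzyme 20 nM + cpd, 15 min RT; add b-H3K9 pep 500 nM / SAM 20 uM; 2 h RT; anti-H3K9me1 Ab 0.5 ug/mL + SA donor / anti-rabbit acceptor beads 20 ug/mL each, 10 min; AlphaScreen read.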
# ERG-DNA inh: inhibitors of human ERG Ets domain-DNA interaction. P11308. fluorescence polarization, His-ERG Ets domain / labelled DNA. Potency, µM (top dose mostly 76.9 µM), inactives show top-dose FP activity, negative = inhibition, hits mostly inhibitors. actives 0.028% (n = 370,000); active = well fitted inhibition curve with a large enough effect in the polarisation, with a control signal flat; inconclusive = small, poorly fitted or top-dose-only effect, or effect the other way, or a change in a side signal; inactive = no such curve, though single readings can be large or run the other way; the % refers to the polarisation;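 note: polarization taken with two DNA probes labelled with fluorescein and Texas red; potency is the fitted concentration of half-maximal effect; % of control where 0% means no effect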
# Target sequence (P11308 whole entry, looked up, the tested form may be a part): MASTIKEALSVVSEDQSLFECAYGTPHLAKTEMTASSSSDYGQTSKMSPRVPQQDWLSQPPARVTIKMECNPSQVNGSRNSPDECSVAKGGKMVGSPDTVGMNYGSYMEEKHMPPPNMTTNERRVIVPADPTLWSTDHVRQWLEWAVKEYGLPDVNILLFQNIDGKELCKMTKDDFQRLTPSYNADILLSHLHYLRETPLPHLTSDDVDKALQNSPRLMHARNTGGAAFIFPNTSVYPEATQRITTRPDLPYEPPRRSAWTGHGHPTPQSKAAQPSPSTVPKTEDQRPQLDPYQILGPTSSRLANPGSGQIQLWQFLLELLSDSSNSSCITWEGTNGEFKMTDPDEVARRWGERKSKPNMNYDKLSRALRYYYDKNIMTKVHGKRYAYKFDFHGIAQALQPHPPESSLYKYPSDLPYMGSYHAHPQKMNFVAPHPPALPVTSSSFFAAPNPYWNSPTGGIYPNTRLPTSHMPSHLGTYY
#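 His-tagged ERG Ets domain (1 uM in the protein solution; 300mM KCl, 50mM Tris-HCl, 1mM EDTA, 1mM DTT, pH 7.5) received compound, then a probe mix of 5 nM fluorescein-DNA and 100nM Texas-615-DNA. Fluorescence polarization was read for both dyes.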
# HP1b chromo inh: inhibitors of HP1-beta chromodomain binding to methylated histone tails. AlphaScreen HP1-beta / biotin-H3K9me3 peptide binding. Potency, µM (top dose mostly 114 µM), for inactives: at the highest dose activity change, negative = inhibition, usual class: inhibitors. actives 0.56% (n = 390,000); note: potency is the fitted concentration of half-maximal effect; nearly all actives have a fitted effect of over 70% in size; inactives centre near 23
# Target sequence (P83916 whole entry, looked up): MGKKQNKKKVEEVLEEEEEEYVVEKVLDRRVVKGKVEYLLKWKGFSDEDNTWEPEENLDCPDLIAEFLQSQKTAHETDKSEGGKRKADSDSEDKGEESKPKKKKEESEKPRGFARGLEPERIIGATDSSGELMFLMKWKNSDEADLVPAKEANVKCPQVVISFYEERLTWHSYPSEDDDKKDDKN
#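 Compound inhibition of the preformed complex between 50 nM HP1-beta and 50 nM biotinylated H3K9me3 peptide was read by AlphaScreen. Buffer was PBS pH 7.4 with 0.01% Tween-20. Incubations ran 30 min at room temperature, with 10 ug/mL donor/acceptor beads.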
# Starred values were filed as active, the others as inactive; i = inactive; ? = inconclusive; . = not tested or not shown; & = joins results of further samples; [ ] = remark or other dose. Unless noted, calls come from the whole dose curve; as a rule, active = well fitted curve in the direction sought with a large enough effect; inconclusive = small, poorly fitted or top-dose-only effect, or another doubt; inactive = no such curve, though single readings can be large; an effect the other way counts as inactive or inconclusive. Rows are unselected, and some 11% of all compounds hit somewhere here.
SMILES,PI4K2A inh,GLS inh,BAZ2B block,Pin1 inh,JMJD2A Tudor,Tb PGK inh,G9a inh,ERG-DNA inh,HP1b chromo inh
CCCCc1ccc(NC(=O)CSc2nnc(C)c(=O)n2N)cc1,5,-4%,-22%,-7%,-25%,i,41%[activator],-6%,34%
Cc1cc(C)c(C(=O)Nc2ccc(S(=O)(=O)Nc3onc(C)c3C)cc2)c(C)c1,2,-4%,-7%,1%,-26%,i,?,-8%,58%[activator]
CN(Cc1ccccc1)S(=O)(=O)c1ccc2c(c1)OCCO2,1,4%,4%,5%,30%,-1%,-4%[59 µM],-5%,116%
COc1ccc(CNC(=O)NS(=O)(=O)c2ccc(C)cc2)cc1,-2,5%,.,-3%&-1%,1%&-10%,-9%,.,-15%,25%&6%
CCCc1ccc(OCC(=O)Nc2sc3c(c2C(=O)OCC)CCC(C(C)(C)C)C3)cc1 (stereo unspecified),1,3%,-15%,-2%,-9%,9%,-44%[59 µM],9%,21%
Cc1ccc(C(=O)NC(=S)NCC2CCCO2)cc1Br (stereo unspecified),-2,-7%,?,2%,-19%,-11%,45µM*,14%,6%
COc1ccccc1N1CCN(S(=O)(=O)c2c(C)sc3ncn(CC(=O)N(C)c4ccc(Cl)cc4)c(=O)c23)CC1,0,10%,-11%,24%,-25%,i,-29%[59 µM],0%,5%
COC(=O)CCN(C(=O)c1ccc(C)c([N+](=O)[O-])c1)c1ccccn1,-4,9%,21%,2%,-14%,-11%,-3%,0%,10%
CCS(=O)(=O)c1ccc2oc(SCC(=O)N3c4ccccc4CC3C)nc2c1 (stereo unspecified),4,19%,2%,7%,-17%,1%,?,1%,7%
COc1ccc(CCNC(=O)CNC(=O)c2ccc(Br)o2)cc1OC,-3,0%,8%,11%,-4%,-7%,6%,13%,70%[activator]
COCCN(Cc1cc2cc3c(cc2nc1Cl)OCO3)C(=O)c1cccc(C)c1,8,-8%,3%,1%,-6%[11.4 µM],i,17%[59 µM],-6%,22%
S=c1[nH]nc(-c2ccc(Br)cc2)n1-c1ccc2c(c1)OCCO2,-18,?,?,-5%,71µM*,6%,1.6µM*,-1%,9%
CC1CCN(C(c2ccccc2)c2sc3nc(-c4ccco4)nn3c2O)CC1 (stereo unspecified),72,5%,-21%,-15%,-11%,1%,-21%[59 µM],10%,10%
CC(OC(=O)C1CC1)C(=O)Nc1cccc(S(=O)(=O)N2CCOCC2)c1 (stereo unspecified),-6,-23%,.,-2%,-1%,-4%,.,8%,13%
COc1ccc(NC(=O)C2CCCN(S(=O)(=O)c3ccc(Cl)cc3)C2)cc1OC (stereo unspecified),3,-16%,-15%,3%,-6%,i,.,10%,24%
C=C(C)CN1CCN(c2ccc(N3C(=O)CCCC3=O)cc2[N+](=O)[O-])CC1,-5,-1%,-14%,1%,-7%,i,-23%,-7%,47%[activator]
O=C(CCN1CCOCC1)NNC(=O)Nc1cccc(C(F)(F)F)c1,0,7%,1%,3%,-1%,4%,-5%,4%,40%[activator]
O=C(Nc1ccc(N2CCOCC2)cc1)C1CC(=O)N(c2ccc(Cl)cc2)C1 (stereo unspecified),-2,3%,1%,4%,-22%,i,6%,-9%,17%
CCOCCOc1nc2c(c(=O)n(C)c(=O)n2C)n1CCc1ccccc1,8,-11%,0%,-2%,-5%[11.4 µM],-6%,?,-1%,66%[activator]
COCCn1c(SCc2cc(C(C)=O)ccc2OC)nc2cc(Cl)ccc2c1=O,-2,3%,-28%,1%,-11%,i,21%[59 µM],1%,28%
COC(=O)c1c(C(=O)OC)c(-c2ccc(C)cc2)n2c1CS(=O)C2 (stereo unspecified),4,8%,-6%,3%,5%,1%,3%,-3%,29%
CCOC(=O)Cn1c(=O)oc2cc(S(=O)(=O)Nc3cc(OC)cc(OC)c3)ccc21,-2,-3%,-4%,-2%,-12%,i,14%[59 µM],-1%,25%
CC(C(=O)NCc1cccs1)N1CCN(S(=O)(=O)c2ccc3c(c2)OCCCO3)CC1 (stereo unspecified),-3,3%,5%,2%,-15%,-1%,-47%,-1%,10%
CCC(C)N(CC(=O)Nc1cccc(C)c1C)C(=O)CCl (stereo unspecified),4,12%,.,0%,-15%,2%,-43%,4%,37%
C=CCNC(=O)c1ccc(-c2nc(-c3ccccc3)cs2)cc1,0,.,24%,1%,11%,1%,?,7%,48%[activator]
O=C(NCc1ccc2c(c1)OCO2)C1CCC(=O)N1C1CCCC1 (stereo unspecified),1,6%,1%,-2%,-11%,8%,3%[59 µM],-9%,20%
O=C(O)C1C2CCC(C2)C1C(=O)NCc1ccccn1 (stereo unspecified),-14,-7%,?,-4%,-10%,i,9%,13%,34%
NC(=O)C1CCN(c2ncnc3c2cnn3-c2ccccc2)CC1,-1,1%,-3%,-6%,-16%,-9%,11%[59 µM],-1%,27%
CN(CCO)CCC(=O)NC1(C)CS(=O)(=O)CC1S(=O)(=O)O (stereo unspecified),-3,11%,-13%,3%,-3%,0%,-120%[59 µM],-12%,14%
O=C(Nc1c2c(nc3ccccc13)CCCC2)c1ccccc1Cl,7,2%,8%,-4%,9%,i,11%[59 µM],-11%,26%
COc1ccccc1CNC(=O)c1cccc(S(=O)(=O)N2CCN(c3ccc(F)cc3)CC2)c1,-1,2%,6%,31%[activator],-11%,-3%,6%[59 µM],16%,29%
CC1CCCCN1S(=O)(=O)c1ccc(S(=O)(=O)N2CCN(C)CC2)cc1 (stereo unspecified),4,-3%,1%,1%,5%,-4%,?,16%,19%
CCOC(=O)c1cccc(NS(=O)(=O)c2ccc(-c3cnc(C4CC4)o3)cc2)c1,-1,1%,-17%,11%,-16%,3%,-2%[12.7 µM],0%,27%
CC1(C)Nc2ccccc2C(=O)N1c1ccccc1,-1,15%,6%,-1%,-17%,-12%,18%[0.501 µM],-2%,18%
CCOc1ccccc1NC(=O)c1cc2ccc3cccnc3c2[nH]1,6,-8%,0%[57.1 µM],10%,-2%,3%,-12%[59 µM],3%,21%
COC(=O)c1cc(OC)c(OC)cc1NC(=S)N1CCCC1,-21,-3%,-19%,-1%,-9%,7%,11%,0%,20%
COc1ccccc1NC(=O)CSc1nnc(COc2ccccc2OC)n1C,0,7%,-21%,0%,2%,-4%,?,-1%,36%
CC(C)CN1CCC(=O)N([C@H](COc2ccccc2)Cc2ccccc2)CC1,1,3%,12%[57.1 µM],0%,-8%,9%,.,-3%,20%
COc1cc(/C=N/OCC(=O)Nc2cc(C)on2)ccc1OCc1ccccc1,-2,0%,-1%,35%[activator],-10%,1%,13%[59 µM],3%,34%
NCCCNC(=O)c1ccc(/C=N/O)nc1,4,?,22µM*,-3%,8.9µM*,i,2.8µM*,13%,1%
O=C(c1ccc(-c2ccc(Cl)cc2)o1)N1CCN(S(=O)(=O)c2cccs2)CC1,0,-6%,-37%,34%[activator],-19%,-9%,28%[12.7 µM],-7%,10%
CCN(CC)S(=O)(=O)c1ccc2c(c1)c(=O)c(C(=O)N1CCN(c3cc(C)ccc3C)CC1)cn2C,1,1%,.,1%,-24%,-9%,-1%[59 µM],5%,14%

# 8 neighbouring compounds out of the list so far, for reference:
SMILES,PI4K2A inh,GLS inh,BAZ2B block,Pin1 inh,JMJD2A Tudor,Tb PGK inh,G9a inh,ERG-DNA inh,HP1b chromo inh
COc1ccccc1CNC(=O)c1cccc(S(=O)(=O)N2CCN(c3ccc(F)cc3)CC2)c1,-1,2%,6%,31%[activator],-11%,-3%,6%[59 µM],16%,29%
CC1CCCCN1S(=O)(=O)c1ccc(S(=O)(=O)N2CCN(C)CC2)cc1 (stereo unspecified),4,-3%,1%,1%,5%,-4%,?,16%,19%
CCOC(=O)c1cccc(NS(=O)(=O)c2ccc(-c3cnc(C4CC4)o3)cc2)c1,-1,1%,-17%,11%,-16%,3%,-2%[12.7 µM],0%,27%
CC1(C)Nc2ccccc2C(=O)N1c1ccccc1,-1,15%,6%,-1%,-17%,-12%,18%[0.501 µM],-2%,18%
CCOc1ccccc1NC(=O)c1cc2ccc3cccnc3c2[nH]1,6,-8%,0%[57.1 µM],10%,-2%,3%,-12%[59 µM],3%,21%
COC(=O)c1cc(OC)c(OC)cc1NC(=S)N1CCCC1,-21,-3%,-19%,-1%,-9%,7%,11%,0%,20%
COc1ccccc1NC(=O)CSc1nnc(COc2ccccc2OC)n1C,0,7%,-21%,0%,2%,-4%,?,-1%,36%
CC(C)CN1CCC(=O)N([C@H](COc2ccccc2)Cc2ccccc2)CC1,1,3%,12%[57.1 µM],0%,-8%,9%,.,-3%,20%

# Compound activity: PubChem BioAssay, National Center for Advancing Translational Sciences (NCATS)
